Screening data as filed in PubChem BioAssay.
Avidin bead fluor – avidin bead compound fluorescence profile; Avidin beads, compound fluorescence 488/530 nm, flow cytometry; stronger effect = higher value; AID 1775; 220,000 tested, 0.38% active; fluorescence (KMESF) at 10 µM; in the data active = fluorescence above about 47; note: inactives centre near 10
GSH bead fluor – GSH bead compound fluorescence profile; GSH beads flow cytometry, compound fluorescence 488/530 nm; stronger effect = higher value; fluorescence (KMESF) at 10 µM; 190,000 tested, 0.25% active; AID 1776; in the data active = fluorescence above about 89;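 note: glutathione beads carrying GST-tagged Bcl family fusion proteins plus one bare bead set; values are compound well signal with DMSO vehicle wells as background; inactives centre near 16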
Bcl-B Bim block – human Bim-Bcl-B interaction inhibition; inhibition, % at 10 µM; Q9HD36; bead-based flow cytometry, Bim peptide-Bcl-B binding; AID 951; 190,000 tested, 0.073% active;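 note: 0% = tracer peptide without compound and 100% = reference inhibitor peptide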
ABCG2 block – inhibitors of human ABCG2 transporter, ABCB1 counter-screen. IgMXP3 cells, JC-1 efflux, flow cytometry. inhibition, % at 6.6 µM. 190,000 tested, 0.1% active;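 active = inhibition above 80%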;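 note: 0% = DMSO and 100% = nicardipine control wells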
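Test system: IgMXP3 cells (ABCG2) mixed with DDAO far-red-labelled CCRF-Adr cells (ABCB1). Reagent: JC-1 transporter substrate. Compound dosing: single test compound dose, 6.6 µM final. Times: 10 min compound exposure, 25 °C. Detection: flow cytometry of retained JC-1 fluorescence. Read-out basis: efflux inhibition in percent versus controls. Controls: nicardipine and DMSO wells.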
Bim-Bcl-XL – inhibitors of Bim-Bcl-XL interaction, human | AID 1007 | 190,000 tested, 0.04% active | Bim peptide-Bcl-XL binding, bead flow cytometry, fluorescence | Q07817 | inhibition, % at 10 µM
Bim-Bfl-1 – disrupts Bim binding to human Bfl-1 | AID 1008 | Q16548 | Bead-based flow cytometry, Bim-Bfl-1 binding inhibition | 190,000 tested, 0.12% active | inhibition, % at 10 µM;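 note: 0% = wells without compound plus tracer and 100% = blocker peptide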
RGS4-Gao reg – modulates binding of RGS4 to human Galphao; P09471; 220,000 tested, 0.33% active; binding response (% of control), % at 10 µM; Multiplexed bead flow cytometry; actives lie on both sides; in the data active = binding response below about 49% or above about 150%; inactive = in between;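 note: fluorescent Galphao activated with aluminum fluoride binding bead-coupled RGS4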
Bcl-W Bim block – disrupts Bim peptide binding to human Bcl-W; bead-based flow cytometry; inhibition, % at 10 µM; 190,000 tested, 0.02% active;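 note: 0% = bound tracer without compound and 100% = peptide blocker; higher means less fluorescent Bim peptide bound to Bcl-W beads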
ABCB1 block – blocks JC-1 efflux by human ABCB1 transporter; P08183; CCRF-Adr cells, flow cytometry; inhibition, % at 6.6 µM; 190,000 tested, 0.067% active; in the data active = inhibition above about 40%;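 note: 0% = vehicle and 100% = reference inhibitor; higher value means more JC-1 retained so stronger ABCB1 efflux block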
Target sequence (P08183 whole entry, looked up): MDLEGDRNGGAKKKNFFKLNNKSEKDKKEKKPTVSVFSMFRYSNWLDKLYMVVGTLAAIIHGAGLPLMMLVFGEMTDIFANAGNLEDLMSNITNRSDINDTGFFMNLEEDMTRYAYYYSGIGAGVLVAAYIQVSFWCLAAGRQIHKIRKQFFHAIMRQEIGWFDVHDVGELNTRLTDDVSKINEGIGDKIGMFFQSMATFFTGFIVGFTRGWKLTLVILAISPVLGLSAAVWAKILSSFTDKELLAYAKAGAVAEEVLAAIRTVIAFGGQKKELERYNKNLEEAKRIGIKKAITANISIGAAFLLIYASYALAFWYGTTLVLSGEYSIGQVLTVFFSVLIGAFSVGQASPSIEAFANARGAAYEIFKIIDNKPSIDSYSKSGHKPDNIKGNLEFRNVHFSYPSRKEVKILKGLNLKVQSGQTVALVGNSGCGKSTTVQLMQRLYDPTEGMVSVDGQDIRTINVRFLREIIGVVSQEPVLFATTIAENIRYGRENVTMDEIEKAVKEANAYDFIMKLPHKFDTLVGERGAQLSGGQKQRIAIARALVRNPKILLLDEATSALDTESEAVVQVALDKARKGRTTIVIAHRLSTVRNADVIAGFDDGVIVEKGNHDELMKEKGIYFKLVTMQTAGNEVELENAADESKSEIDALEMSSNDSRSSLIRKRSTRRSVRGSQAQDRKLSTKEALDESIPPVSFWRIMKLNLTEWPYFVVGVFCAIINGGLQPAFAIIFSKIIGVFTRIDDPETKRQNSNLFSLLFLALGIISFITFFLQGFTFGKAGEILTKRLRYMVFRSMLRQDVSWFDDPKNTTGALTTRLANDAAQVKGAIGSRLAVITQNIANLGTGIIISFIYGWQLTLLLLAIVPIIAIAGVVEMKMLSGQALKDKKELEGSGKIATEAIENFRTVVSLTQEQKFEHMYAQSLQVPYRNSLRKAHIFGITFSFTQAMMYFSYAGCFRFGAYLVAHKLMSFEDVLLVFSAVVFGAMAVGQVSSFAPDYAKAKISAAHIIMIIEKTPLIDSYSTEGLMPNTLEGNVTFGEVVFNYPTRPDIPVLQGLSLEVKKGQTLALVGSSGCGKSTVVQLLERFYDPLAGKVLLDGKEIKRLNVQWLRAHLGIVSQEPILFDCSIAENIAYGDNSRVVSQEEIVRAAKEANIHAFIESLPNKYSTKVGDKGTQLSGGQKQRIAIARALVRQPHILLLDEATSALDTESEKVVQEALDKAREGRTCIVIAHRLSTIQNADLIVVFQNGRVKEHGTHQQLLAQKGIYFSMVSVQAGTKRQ
Bcl-2 Bim block – disrupts Bim peptide binding to human Bcl-2. Bead-based flow cytometry, Bim peptide-Bcl-2 binding. inhibition, % at 10 µM. 190,000 tested, 0.06% active; in the data active = inhibition above about 40%; inconclusive = no clear call, values can overlap the other calls;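 note: 0% = no compound wells with probe peptide and 100% = reference peptide inhibitor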
RGS7-Gao reg – human RGS7-Galphao interaction regulation | binding response (% of control), % at 10 µM | 220,000 tested, 0.35% active | P09471 | Multiplexed bead flow cytometry, RGS7-Galphao binding; actives lie on both sides; in the data active = binding response below about 49% or above about 150%; inconclusive = no clear call, values can overlap the other calls; inactive = in between;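 note: fluorescent Galphao held in activated GDP-AlF4 state binding bead-coupled RGS7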
Numbers without * were called inactive; ? = inconclusive; & = joins results of further samples. Cut-off read from the data, not from the text of the source, unless noted: active = inhibition above about 40%.

(1) CC1CCCCN1C(=O)/C=C/c1ccccc1[N+](=O)[O-] (stereo unspecified)
(2) CCN(CC)N=Nc1cccc(NC(C)=O)c1
(3) Cn1c(=O)c(C(=O)COC(=O)c2cc(-c3ccco3)nc3ccccc23)c(N)n(CC2CC2)c1=O
(4) COC(=O)c1ccccc1NC(=O)C(C)NS(=O)(=O)c1ccc(OC)cc1 (stereo unspecified)
(5) O=C(CSc1oc(-c2ccco2)nc1S(=O)(=O)c1ccc(F)cc1)NCC1CCCO1 (stereo unspecified)
(6) CCOc1ccc(NC(=O)c2ccco2)cc1
(7) CN(C)C(=O)N1CCN(C(=O)c2ccco2)CC1
(8) COc1cccc(-c2nn(-c3ccccc3)cc2C(=O)NCC(=O)O)c1

Screen / compound no.	1	2	3	4	5	6	7	8
RGS4-Gao reg	101	100	90	97	101	104	100	93
ABCG2 block	0	32	-8	37	-1	6	1	0
Avidin bead fluor	5	11	7	17	7	16	8	9
Bcl-B Bim block	-9	-1	0	-7	-6	1	-3	-4
GSH bead fluor	18	11	13	36	17	25	23	9
RGS7-Gao reg	117	105	89	99	103	108	100	96
Bim-Bcl-XL	-6	1	2	-4	-5	0	0	-1
ABCB1 block	0.0	1.7	0.7	1.5	-0.3	0.2	0.3	0.0
Bcl-2 Bim block	-3	0	14	-2	-2	0	-8	-3
Bcl-W Bim block	-2	0	10	-2	-3	0	0	0
Bim-Bfl-1	-9	0	35	-5	-1	1	-11	-4

Among those listed so far, two have an aryl methoxy group:
(4) COC(=O)c1ccccc1NC(=O)C(C)NS(=O)(=O)c1ccc(OC)cc1 (stereo unspecified)
(8) COc1cccc(-c2nn(-c3ccccc3)cc2C(=O)NCC(=O)O)c1

Screen / compound no.	4	8
RGS4-Gao reg	97	93
ABCG2 block	37	0
Avidin bead fluor	17	9
Bcl-B Bim block	-7	-4
GSH bead fluor	36	9
RGS7-Gao reg	99	96
Bim-Bcl-XL	-4	-1
ABCB1 block	1.5	0.0
Bcl-2 Bim block	-2	-3
Bcl-W Bim block	-2	0
Bim-Bfl-1	-5	-4

Additional records.
(9) Cc1ccc(/C=N/n2c(-c3ccco3)n[nH]c2=S)s1
(10) CC(=O)NC(c1ccccc1)c1cccnc1 (stereo unspecified)
(11) C/C(=N\NC(=O)c1ccc(Cl)cc1)c1ccc(Br)s1
(12) Cc1occc1-c1nnc(SCC(=O)Nc2ccccc2)n1C(C)c1ccccc1 (stereo unspecified)
(13) COC(=O)c1cc(C(=O)c2ccc(Cl)cc2)n2c(=O)/c(=C\N(C)C)sc12
(14) CCc1ccc(-c2nc(CN3CCC(C(=O)NCc4ccco4)CC3)c(C)o2)cc1
(15) O=C(N/N=C1\C(=O)c2cccc3cccc1c23)c1ccc(O)cc1
(16) O=C(COC(=O)c1ccccc1C(=O)N1CCN(c2ccc(F)cc2)CC1)NCc1ccccc1

Screen / compound no.	9	10	11	12	13	14	15	16
RGS4-Gao reg	101	102	95	95	103	107	107	95
ABCG2 block	-8	-1	2	3	2	10	3	20
Avidin bead fluor	6	2	15	34	15	10	7	21
Bcl-B Bim block	-47	-1	0	-1	2	-6	-1	-6
GSH bead fluor	15	34	4	22	12	45	12	22
RGS7-Gao reg	104	97	96	94	?	101	107	96
Bim-Bcl-XL	-12	0	0	-5	-1	3	1	-4
ABCB1 block	-1.6	-1.8	0.1	2.1	0.5	1.8	-0.7	2.4
Bcl-2 Bim block	-9	-3	-1	-3	-3	-5	1	-10
Bcl-W Bim block	-6	-2	-4	-3	2	1	1	-2
Bim-Bfl-1	-9	-3	-2	-1	-4	-11	-3	-19

By substructure: those above with fluorine
(5) O=C(CSc1oc(-c2ccco2)nc1S(=O)(=O)c1ccc(F)cc1)NCC1CCCO1 (stereo unspecified)
(16) O=C(COC(=O)c1ccccc1C(=O)N1CCN(c2ccc(F)cc2)CC1)NCc1ccccc1

Screen / compound no.	5	16
RGS4-Gao reg	101	95
ABCG2 block	-1	20
Avidin bead fluor	7	21
Bcl-B Bim block	-6	-6
GSH bead fluor	17	22
RGS7-Gao reg	103	96
Bim-Bcl-XL	-5	-4
ABCB1 block	-0.3	2.4
Bcl-2 Bim block	-2	-10
Bcl-W Bim block	-3	-2
Bim-Bfl-1	-1	-19

Following part
(17) C/C(=C\c1ccccc1)C(=O)Nc1nccs1
(18) c1cncc(-c2nc(NCc3cccs3)c3ccccc3n2)c1
(19) Cc1ccc([C@@H]2C[C@H]3CN(Cc4cccc(Cl)c4)C(=O)[C@]34CCCN24)o1
(20) Cn1c(=O)c2c(nc(NCCCO)n2Cc2cccc(Br)c2)n(C)c1=O
(21) CC(=O)Nc1ccc(C(=O)NNC(=O)c2cc([N+](=O)[O-])cc([N+](=O)[O-])c2)cc1
(22) Nn1c(SCc2nc3ccccc3[nH]2)nnc1C1CCCCC1
(23) COc1ccc(CC(=O)Nc2ccc3c(c2)CCC3)cc1OC
(24) COc1ccccc1OCC(=O)/C=C1/N(C)c2ccccc2C1(C)C

Screen / compound no.	17	18	19	20	21	22	23	24
RGS4-Gao reg	109	99	96	103	101	99	104	103
ABCG2 block	1	3	1	2	2	0	0	9
Avidin bead fluor	20	26	11	8	11	14	4	10
Bcl-B Bim block	3	-2	-3	-5	-5	-1	-4	-9
GSH bead fluor	15	11	17	8	14	10	17	17
RGS7-Gao reg	109	98	98	102	101	103	100	?
Bim-Bcl-XL	-3	-4	-4	-2	-3	0	0	-5
ABCB1 block	-0.4	0.7	0.3	0.2	0.6	-0.1	-0.6	1.7
Bcl-2 Bim block	-4	1	-5	-2	-7	-1	-4	-6
Bcl-W Bim block	0	0	-1	7	-1	-2	0	-5
Bim-Bfl-1	3	-6	-6	-6	-5	0	-9	-8

(25) O=C(O)CSc1cccc2cccnc12
(26) CC(=O)Nc1ccc(S(=O)(=O)N2CCC(NC(=O)C(Cc3cccn3C)NC(C)=O)CC2)cc1 (stereo unspecified)
(27) COc1ccc(/C=C2\CCCC(C(=O)C(F)(F)F)=C2O)cc1
(28) Cc1cc2c(c(=O)n1CC1CCCO1)C(c1ccco1)C(C#N)=C(N)O2 (stereo unspecified)
(29) COc1ccc(Cc2nnc(N/N=C/c3ccc(O)cc3O)[nH]c2=O)cc1OC
(30) COc1ccc(N2CCN(C(=O)c3cccc(F)c3)CC2)c([N+](=O)[O-])c1
(31) Cc1nc2c(oc3ccccc32)c(=O)o1
(32) CCOC(=O)Cn1nnnc1CN(Cc1cccs1)Cc1cc2cc(C)ccc2[nH]c1=O

Screen / compound no.	25	26	27	28	29	30	31	32
RGS4-Gao reg	106&72	94	98	100	101	103	96	97
ABCG2 block	1&1	2	0	1	0	13	-1	2
Avidin bead fluor	24&9	30	6	20	8	14	25	4
Bcl-B Bim block	4&-5	-2	0	1	-3	-2	-5	6
GSH bead fluor	18&31	14	5	23	12	22	22	3
RGS7-Gao reg	122&77	104	95	99	101	107	97	99
Bim-Bcl-XL	2&0	-4	-1	0	1	2	-3	-3
ABCB1 block	0.1&0.6	0.6	0.2	0.4	-0.1	1.8	-0.1	0.8
Bcl-2 Bim block	5&-5	1	-7	-4	0	0	-4	8
Bcl-W Bim block	0&1	1	5	0	1	0	4	5
Bim-Bfl-1	8&-10	0	-11	0	-11	-4	-7	5

(33) CC(C)COC(=O)NCCCOC(=O)Nc1ccccc1
(34) COc1ccccc1NC(=O)CCN1CC(C)OC(C)C1 (stereo unspecified)
(35) Cc1ccc(S(=O)(=O)/N=C(\Sc2ccccc2)c2ccccc2)cc1
(36) O=C(Nc1nc(COc2ccccc2)cs1)C12CC3CC(CC(C3)C1)C2
(37) O=C(CSc1ncn(-c2ccccc2)n1)Nc1nc(-c2ccccc2)cs1
(38) CCOC(=O)Nc1ccc2c(c1)N(C(=O)N(CC)CC)c1ccccc1CC2
(39) CCOC(=O)c1c(NC(=O)Cn2cnc3sc(C)c(-c4ccccc4)c3c2=O)sc(C)c1C
(40) CCc1ccccc1OCCCOc1ccc(OC)cc1

Screen / compound no.	33	34	35	36	37	38	39	40
RGS4-Gao reg	101	100	99	91	104	103	100	101
ABCG2 block	13	0	2	2	-1	10	-13	6
Avidin bead fluor	14	8	25	7	20	6	10	10
Bcl-B Bim block	-8	-45	1	-8	-5	7	-9	-5
GSH bead fluor	33	59	20	11	12	22	23	32
RGS7-Gao reg	100	97	101	100	106	99	102	102
Bim-Bcl-XL	-4	-30	0	-6	-6	-3	-6	0
ABCB1 block	0.2	0.3	0.4	0.1	-1.2	1.3	-4.4	-0.1
Bcl-2 Bim block	-9	-36	0	-8	-2	-1	0	-6
Bcl-W Bim block	-1	-38	-3	-4	-5	1	-3	0
Bim-Bfl-1	-18	-36	0	-9	-3	4	0	-3

Compounds above containing a COOH group:
(8) COc1cccc(-c2nn(-c3ccccc3)cc2C(=O)NCC(=O)O)c1
(25) O=C(O)CSc1cccc2cccnc12

Screen / compound no.	8	25
RGS4-Gao reg	93	106&72
ABCG2 block	0	1&1
Avidin bead fluor	9	24&9
Bcl-B Bim block	-4	4&-5
GSH bead fluor	9	18&31
RGS7-Gao reg	96	122&77
Bim-Bcl-XL	-1	2&0
ABCB1 block	0.0	0.1&0.6
Bcl-2 Bim block	-3	5&-5
Bcl-W Bim block	0	0&1
Bim-Bfl-1	-4	8&-10

Continued.
(41) CC(C)NC(=O)CN1C(=O)c2ccccc2S1(=O)=O
(42) O=C(Cc1ccccc1)NNC1CC(=O)N(c2ccc(Br)cc2)C1=O (stereo unspecified)
(43) CN1CCC(Oc2ccc(Sc3ccccc3)cc2)CC1
(44) O=c1[nH]c(/C(Cl)=C/c2cccc(F)c2)nc2cc(C(F)(F)F)ccc12
(45) COc1ccc(-n2cnnc2SCc2csc(-c3ccccc3)n2)cc1
(46) Cc1ccc(C(=O)NC(=S)NNS(=O)(=O)c2ccccc2)cc1
(47) COc1ccc(CCNC(=O)CSc2nc(O)c(C(C)C)c(=O)[nH]2)cc1OC
(48) O=C(NCc1ccccc1)[C@@H]1CSC2c3ccccc3C(=O)N21 (stereo partly specified)

Screen / compound no.	41	42	43	44	45	46	47	48
RGS4-Gao reg	105	96	111	101	99	102	96	98
ABCG2 block	0	2	0	1	6	-1	0	-4
Avidin bead fluor	11	14	3	12	20	11	6	7
Bcl-B Bim block	0	-7	-3	-2	-3	-6	-5	-4
GSH bead fluor	19	20	8	16	10	10	33	33
RGS7-Gao reg	101	100	111	102	98	107	102	95
Bim-Bcl-XL	1	-7	-3	-1	3	-6	-7	-10
ABCB1 block	0.1	0.2	0.6	0.0	1.4	-0.8	0.1	-0.4
Bcl-2 Bim block	0	-6	0	-1	-2	-1	0	-2
Bcl-W Bim block	0	-4	-2	-1	1	-2	-3	-9
Bim-Bfl-1	-2	-15	0	-2	0	-9	-1	-3

As a working copy, some entries already given:
(42) O=C(Cc1ccccc1)NNC1CC(=O)N(c2ccc(Br)cc2)C1=O (stereo unspecified)
(43) CN1CCC(Oc2ccc(Sc3ccccc3)cc2)CC1
(44) O=c1[nH]c(/C(Cl)=C/c2cccc(F)c2)nc2cc(C(F)(F)F)ccc12

Screen / compound no.	42	43	44
RGS4-Gao reg	96	111	101
ABCG2 block	2	0	1
Avidin bead fluor	14	3	12
Bcl-B Bim block	-7	-3	-2
GSH bead fluor	20	8	16
RGS7-Gao reg	100	111	102
Bim-Bcl-XL	-7	-3	-1
ABCB1 block	0.2	0.6	0.0
Bcl-2 Bim block	-6	0	-1
Bcl-W Bim block	-4	-2	-1
Bim-Bfl-1	-15	0	-2

This is a random part of the collection. About 1.3% of those tested had a hit in this group.
